ASAP1 GAP inh = inhibitors of human ASAP1 ArfGAP activity, primary screen, biochemical, fluorescence polarization | ASAP1-stimulated ARF1 GTP hydrolysis, GDP FP detection | inhibition, % at 16.5 µM | hit rate 0.19% among 360,000; in the data active = inhibition above about 25%;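 note: 0% = vehicle with enzyme and substrate and 100% = no enzyme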
Target sequence (Q9ULH1 325-724 limits assumed): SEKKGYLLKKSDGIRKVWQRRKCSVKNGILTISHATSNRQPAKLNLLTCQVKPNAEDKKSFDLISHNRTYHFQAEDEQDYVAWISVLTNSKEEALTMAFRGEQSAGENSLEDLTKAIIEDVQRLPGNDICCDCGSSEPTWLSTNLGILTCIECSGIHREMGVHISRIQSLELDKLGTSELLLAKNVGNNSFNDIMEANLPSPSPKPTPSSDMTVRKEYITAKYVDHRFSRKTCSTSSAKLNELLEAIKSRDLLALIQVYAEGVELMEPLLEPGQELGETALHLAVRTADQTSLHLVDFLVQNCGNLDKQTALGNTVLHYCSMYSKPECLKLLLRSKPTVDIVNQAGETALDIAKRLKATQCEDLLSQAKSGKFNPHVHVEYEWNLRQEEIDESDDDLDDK
SIAE inh = human SIAE inhibitors, primary screen, biochemical, fluorescence polarization, FP-Rh probe, 1536-well HTS. hit rate 0.69% among 370,000. AID 1053197, 2014. inhibition, % at 9.66 µM. Sialate O-acetylesterase (Homo sapiens), Q9HAT2. SIAE FP-Rh probe binding;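 active = inhibition above a cutoff: mean of compounds within the control limits plus 3 SD of those, cut at about 17% in these data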;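 note: 0% = plate median of compound wells and 100% = probe without SIAE protein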
Tn7 DDE FP = inhibitors of Tn7 peptide binding to fibrin DD(E), primary screen, biochemical, fluorescence polarization, human fibrin, Tn7 probe; Fibrinogen beta chain (Homo sapiens), P02675; AID 720508, 2013; FP displacement of FITC-Tn7 peptide from fibrin DD(E); 0% = median of compound wells per plate; inhibition, % at 8.3 µM; hit rate 0.13% among 370,000;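 active = inhibition above the mean of compounds falling within the control limits plus 3 SD of them, cut at about 14% in these data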;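 note: 0% = plate median of compound wells and 100% = 10 µM Aha-Tn7 peptide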
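Test system – human fibrin DD(E) · Times – 10 min preincubation, 3 h with tracer, room temperature · Detection – fluorescence polarization of the labelled Tn7 tracer · Measure – percent inhibition normalized to high-control wells · Benchmarks – high control wells with 10 µM unlabelled Aha-Tn7 peptide (full inhibition) · Repeats – singlicate testing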
TDP2 absorb = human TDP2 enzyme inhibitors, primary screen, biochemical, epi absorbance, recombinant enzyme; Tyrosyl-DNA phosphodiesterase 2 (Homo sapiens), O95551; T5PNP hydrolysis, p-nitrophenol absorbance 415 nm; inhibition, % at 12.8 µM; hit rate 0.34% among 370,000;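 active = inhibition above the mean of all tested compounds plus 3 SD, set per campaign, cut at about 25% in these data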;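 note: 0% = DMSO with enzyme and 100% = buffer with substrate but no TDP2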
Target sequence (O95551 whole entry, looked up): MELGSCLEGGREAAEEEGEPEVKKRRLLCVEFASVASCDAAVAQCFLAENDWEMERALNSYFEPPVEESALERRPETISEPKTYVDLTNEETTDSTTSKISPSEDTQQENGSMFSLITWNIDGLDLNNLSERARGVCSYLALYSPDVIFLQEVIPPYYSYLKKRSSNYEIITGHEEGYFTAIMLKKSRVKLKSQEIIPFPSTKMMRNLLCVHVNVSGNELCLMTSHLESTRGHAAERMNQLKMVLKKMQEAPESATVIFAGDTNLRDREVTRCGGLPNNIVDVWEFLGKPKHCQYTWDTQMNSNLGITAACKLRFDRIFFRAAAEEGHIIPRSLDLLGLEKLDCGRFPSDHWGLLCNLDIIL
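Assay system: recombinant human TDP2 / Reagent: T5PNP substrate at 5 mM, a TopII-DNA adduct mimic / Measured by: epi absorbance from released p-nitrophenol / Evaluation: % inhibition relative to enzyme-containing and enzyme-free wells / Control set: enzyme-free and DMSO wells / Replicates: each compound tested once, singlicate / Schedule: enzyme reaction with compound for 2 h at 37 °C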
ARFGAP1 inh = inhibitors of rat ARFGAP1 GAP activity, primary screen, biochemical, fluorescence polarization, GDP tracer; Arfgap1-stimulated ARF1 GTP hydrolysis, GDP FP detection; ADP-ribosylation factor GTPase-activating protein 1 (Rattus norvegicus), Q62848; inhibition, % at 16.5 µM; hit rate 0.26% among 360,000; AID 651572, 2012;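 active = inhibition above a per-plate limit, mean inhibition of low control wells plus 3 SD, cut at about 25% in these data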;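 note: 0% = DMSO wells with enzyme and 100% = wells lacking Arfgap1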
Target sequence (Q62848 1-136 limits assumed): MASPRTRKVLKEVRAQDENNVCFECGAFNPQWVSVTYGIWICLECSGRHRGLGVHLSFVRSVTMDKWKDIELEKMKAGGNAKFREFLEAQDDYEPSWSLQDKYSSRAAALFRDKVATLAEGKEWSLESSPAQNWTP
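Material: rat Arfgap1 catalytic domain, aa 1-136; also added: human ARF1(Δ1-17)-GTP substrate; compound dosing: one concentration, 16.5 µM, DMSO 1.26%; incubation: GTP hydrolysis reaction 2 h at 25 °C; measured by: Tracer-displacement fluorescence polarization with EDTA stop, 620/688 nm; evaluation: % inhibition from polarization; repeats: one replicate per compound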
ADAM17 inh = ADAM17 inhibitors, primary screen, biochemical, QFRET. Disintegrin and metalloproteinase domain-containing protein 17 (Homo sapiens), P78536. recombinant ADAM17, EDANS/DABCYL FRET peptide cleavage. inhibition, % at 6.95 µM. hit rate 0.83% among 370,000. AID 720648, 2013;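 active = inhibition above the mean of compounds lying between control limits plus 3 SD, set per campaign, cut at about 8.5% in these data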;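 note: 0% = DMSO-only wells as the low control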
PLC-gamma1 inh = PLC-gamma1 enzyme inhibitors, primary screen, biochemical, fluorescence, purified enzyme | 1-phosphatidylinositol 4,5-bisphosphate phosphodiesterase gamma-1 (Homo sapiens), P19174 | fluorogenic substrate | inhibition, % at 12.2 µM | hit rate 0.84% among 370,000 | AID 720700, 2013; in the data active = inhibition above about 9.5%
ADAM10 inh = human ADAM10 inhibitors, primary screen, biochemical, QFRET, HTS; Disintegrin and metalloproteinase domain-containing protein 10 (Homo sapiens), O14672; recombinant ADAM10, EDANS/DABCYL FRET peptide cleavage, 3 h; inhibition, % at 7 µM; hit rate 0.62% among 370,000; AID 720582, 2013;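 active = inhibition above a per-campaign cutoff equal to the mean of compounds falling between control-based bounds plus 3 SD, cut at about 20% in these data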;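 note: 0% = DMSO wells while the 100% control is not disclosed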
PLCb3 inh = human PLC-beta3 inhibitors, primary screen, biochemical, fluorescence; Purified PLC-beta3, fluorogenic substrate; inhibition, % at 12.2 µM; hit rate 0.18% among 370,000; AID 720704, 2013; in the data active = inhibition above about 11%;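 note: 0% = median of compound wells on plate and 100% = full blocker control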
DDE Tn6 FP inh = inhibitors of Tn6 peptide binding to fibrin DD(E), primary screen, biochemical, fluorescence polarization, human fibrin, Tn6 probe. Fibrinogen beta chain (Homo sapiens), P02675. Fibrin DD(E) TRITC-Tn6 fluorescence polarization displacement. inhibition, % at 8.3 µM. hit rate 0.21% among 370,000;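 active = inhibition above a per-campaign cutoff: mean of compounds within control limits plus 3 SD, cut at about 15% in these data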;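 note: 0% = median of all compound wells on the plate and 100% = blocking peptide control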
The depositor's hits bear a star. Rows are unselected. About 3.6% of those tested had a hit in this group.

Results for COc1ccc(NC(=O)c2nc[nH]c2C(=O)N2CCN(c3ccccc3)CC2)cc1 ?
ASAP1 GAP inh: -2; SIAE inh: 2; Tn7 DDE FP: 4; TDP2 absorb: -16; ARFGAP1 inh: 1; ADAM17 inh: 3; PLC-gamma1 inh: 5; ADAM10 inh: 19; PLCb3 inh: 5; DDE Tn6 FP inh: -6

How did O=C(c1ccccc1)N1CCN(Cc2ccccc2Br)CC1 do in these assays?
ASAP1 GAP inh: -7; SIAE inh: -2; Tn7 DDE FP: 1; TDP2 absorb: 3; ARFGAP1 inh: 1; ADAM17 inh: -4; PLC-gamma1 inh: -3; ADAM10 inh: -6; PLCb3 inh: 2; DDE Tn6 FP inh: 4

Results for COc1ccc(C2Nc3cccc4cccc(c34)N2)cc1 ?
ASAP1 GAP inh: 10; SIAE inh: 25*; Tn7 DDE FP: 0; TDP2 absorb: 1; ARFGAP1 inh: -4; ADAM17 inh: -5; PLC-gamma1 inh: -10; ADAM10 inh: -11; PLCb3 inh: -11; DDE Tn6 FP inh: -1

How did CCNc1c(NS(=O)(=O)c2ccc([N+](=O)[O-])cc2)c(=O)oc2ccccc12 do in these assays?
ASAP1 GAP inh: 4; SIAE inh: 10; Tn7 DDE FP: 0; TDP2 absorb: 12; ARFGAP1 inh: -18; ADAM17 inh: 2; PLC-gamma1 inh: 2; ADAM10 inh: -7; PLCb3 inh: -2; DDE Tn6 FP inh: -3

What do the screens show for `Cn1c(N)c(C(=O)COC(=O)CCC(=O)c2ccc(F)cc2)c(=O)n(C)c1=O`?
ASAP1 GAP inh: 2; SIAE inh: -13; Tn7 DDE FP: -4; TDP2 absorb: -19; ARFGAP1 inh: 7; ADAM17 inh: 2; PLC-gamma1 inh: 2; ADAM10 inh: 3; PLCb3 inh: 8; DDE Tn6 FP inh: 5

What do the screens show for `COc1ccccc1/C=C/C(=O)NNC(=O)c1cccs1`?
ASAP1 GAP inh: 5; SIAE inh: -3; Tn7 DDE FP: -8; TDP2 absorb: -6; ARFGAP1 inh: 8; ADAM17 inh: -24; PLC-gamma1 inh: -12; ADAM10 inh: -52; PLCb3 inh: -16; DDE Tn6 FP inh: -9

What do the screens show for `CCC(C)NC(=O)C(CCSC)NC(=O)c1ccccc1` (stereo not given)?
ASAP1 GAP inh: -9; SIAE inh: -1; Tn7 DDE FP: -2; TDP2 absorb: 5; ARFGAP1 inh: 4; ADAM17 inh: -5; PLC-gamma1 inh: 0; ADAM10 inh: 7; PLCb3 inh: -1; DDE Tn6 FP inh: -7

What do the screens show for `COc1ccc(Cl)cc1C(=O)O/N=C(\N)c1ccncc1`?
ASAP1 GAP inh: -3; SIAE inh: -1; Tn7 DDE FP: -2; TDP2 absorb: 2; ARFGAP1 inh: 5; ADAM17 inh: -3; PLC-gamma1 inh: 1; ADAM10 inh: -7; PLCb3 inh: -8; DDE Tn6 FP inh: 0

Results for Cc1cccc[n+]1CC(=O)c1ccccc1 ?
ASAP1 GAP inh: 12; SIAE inh: 8; Tn7 DDE FP: 0; TDP2 absorb: 7; ARFGAP1 inh: 1; ADAM17 inh: -1; PLC-gamma1 inh: 2; ADAM10 inh: 2; PLCb3 inh: -4; DDE Tn6 FP inh: -4

How did O=C1CCCN1C(=O)CCC(=O)N1CCCC1=O do in these assays?
ASAP1 GAP inh: -13; SIAE inh: -2; Tn7 DDE FP: -1; TDP2 absorb: -1; ARFGAP1 inh: 4; ADAM17 inh: 0; PLC-gamma1 inh: -1; ADAM10 inh: -2; PLCb3 inh: 0; DDE Tn6 FP inh: 7

How did Cc1ccc(S(=O)(=O)N2C[C@H]3C(=O)C[C@@H](c4cccc5ccccc45)N(S(=O)(=O)c4ccc(C)cc4)[C@H]3C[C@H]2c2ccc(Cl)cc2)cc1 do in these assays?
ASAP1 GAP inh: 2; SIAE inh: -14; Tn7 DDE FP: -1; TDP2 absorb: -7; ARFGAP1 inh: -5; ADAM17 inh: 3; PLC-gamma1 inh: 2; ADAM10 inh: -6; PLCb3 inh: 1; DDE Tn6 FP inh: 2

How did COc1cc2c(cc1OC)C(C)N(C(=O)c1cc(Cl)nc(Cl)c1)CC2 (stereo not given) do in these assays?
ASAP1 GAP inh: 4; SIAE inh: -4; Tn7 DDE FP: 7; TDP2 absorb: 4; ARFGAP1 inh: 3; ADAM17 inh: -1; PLC-gamma1 inh: -1; ADAM10 inh: -1; PLCb3 inh: -5; DDE Tn6 FP inh: -4

Results for CN1C(=O)/C(=C2/C=CC=CN2C)OC1=S ?
ASAP1 GAP inh: 0; SIAE inh: 9; Tn7 DDE FP: 3; TDP2 absorb: 2; ARFGAP1 inh: -7; ADAM17 inh: -1; PLC-gamma1 inh: 5; ADAM10 inh: 4; PLCb3 inh: -2; DDE Tn6 FP inh: 12

How did O=C(CCc1nc2ccccc2c(=O)[nH]1)NNC(=O)COc1ccccc1Cl do in these assays?
ASAP1 GAP inh: 10; SIAE inh: 3; Tn7 DDE FP: 4; TDP2 absorb: 0; ARFGAP1 inh: -13; ADAM17 inh: -5; PLC-gamma1 inh: 6; ADAM10 inh: -3; PLCb3 inh: 2; DDE Tn6 FP inh: 0

What do the screens show for `CCOc1ccccc1Nc1nc2ccc(C)cc2n2cnnc12`?
ASAP1 GAP inh: 3; SIAE inh: 3; Tn7 DDE FP: 3; TDP2 absorb: -10; ARFGAP1 inh: 5; ADAM17 inh: 3; PLC-gamma1 inh: -7; ADAM10 inh: 4; PLCb3 inh: -13; DDE Tn6 FP inh: -4

How did COc1ccccc1CNC(=O)c1ccc2ccccc2n1 do in these assays?
ASAP1 GAP inh: 0; SIAE inh: -8; Tn7 DDE FP: -3; TDP2 absorb: -8; ARFGAP1 inh: 6; ADAM17 inh: 0; PLC-gamma1 inh: -4; ADAM10 inh: 2; PLCb3 inh: -13; DDE Tn6 FP inh: -7

How did C[C@@H]1COc2cc(N3CCC[C@@H]3CO)ccc2S(=O)(=O)N1 do in these assays?
ASAP1 GAP inh: 4; SIAE inh: 3; Tn7 DDE FP: 2; TDP2 absorb: -8; ARFGAP1 inh: 4; ADAM17 inh: 1; PLC-gamma1 inh: 1; ADAM10 inh: -11; PLCb3 inh: 1; DDE Tn6 FP inh: 4

Results for Cc1ccc(-c2nc(CS(=O)CC(=O)NC(C)CCc3ccccc3)c(C)o2)cc1 (stereo not given) ?
ASAP1 GAP inh: -2; SIAE inh: -1; Tn7 DDE FP: 2; TDP2 absorb: -18; ARFGAP1 inh: 3; ADAM17 inh: 1; PLC-gamma1 inh: 6; ADAM10 inh: 12; PLCb3 inh: -15; DDE Tn6 FP inh: -3

Results for COc1ccc(NC(=O)Cc2ccc(-c3ccccc3)cc2)cn1 ?
ASAP1 GAP inh: 1; SIAE inh: 2; Tn7 DDE FP: 0; TDP2 absorb: 4; ARFGAP1 inh: -5; ADAM17 inh: -4; PLC-gamma1 inh: -2; ADAM10 inh: 1; PLCb3 inh: -9; DDE Tn6 FP inh: 1

What do the screens show for `Cn1ncc2c(NCc3ccccc3)ncnc21`?
ASAP1 GAP inh: 1; SIAE inh: 1; Tn7 DDE FP: 7; TDP2 absorb: 8; ARFGAP1 inh: 12; ADAM17 inh: -4; PLC-gamma1 inh: -1; ADAM10 inh: -1; PLCb3 inh: -1; DDE Tn6 FP inh: 0

How did COc1ccc(NC(=O)CN2CCOCC2)cc1 do in these assays?
ASAP1 GAP inh: -18; SIAE inh: 6; Tn7 DDE FP: -2; TDP2 absorb: 3; ARFGAP1 inh: -5; ADAM17 inh: -2; PLC-gamma1 inh: 2; ADAM10 inh: -10; PLCb3 inh: 1; DDE Tn6 FP inh: -1

How did CC(=O)Nc1sc2c(c1-c1cc3ccccc3o1)CCNC2 do in these assays?
SIAE inh: 6; Tn7 DDE FP: -7; TDP2 absorb: 5; ADAM17 inh: -11; PLC-gamma1 inh: -32; ADAM10 inh: -28; PLCb3 inh: -42; DDE Tn6 FP inh: 11

What do the screens show for `Cc1cccc(C(=O)NNC(=O)CSc2nnc(C3CC3)n2C)c1`?
ASAP1 GAP inh: 0; SIAE inh: 5; Tn7 DDE FP: 10; TDP2 absorb: 4; ARFGAP1 inh: -8; ADAM17 inh: -3; PLC-gamma1 inh: 3; ADAM10 inh: 0; PLCb3 inh: -2; DDE Tn6 FP inh: 3

What do the screens show for `CCOc1ccc(C2C(C(=O)c3ccco3)=C(O)C(=O)N2Cc2cccnc2)cc1` (stereo not given)?
ASAP1 GAP inh: 7; SIAE inh: -5; Tn7 DDE FP: 0; TDP2 absorb: -3; ARFGAP1 inh: -2; ADAM17 inh: -2; PLC-gamma1 inh: -4; ADAM10 inh: -10; PLCb3 inh: -5; DDE Tn6 FP inh: -1

How did CCN(CC)CC(=O)N1CCCC(N2CCN(c3cccc(C(F)(F)F)c3)CC2)C1 (stereo not given) do in these assays?
ASAP1 GAP inh: 16; SIAE inh: -2; Tn7 DDE FP: 5; TDP2 absorb: 5; ARFGAP1 inh: -17; ADAM17 inh: -2; PLC-gamma1 inh: -3; ADAM10 inh: 1; PLCb3 inh: -7; DDE Tn6 FP inh: -10

Reprinted at random: 2 entries already listed, in no set order.
How did COc1ccc(NC(=O)CN2CCOCC2)cc1 do in these assays?
ASAP1 GAP inh: -18; SIAE inh: 6; Tn7 DDE FP: -2; TDP2 absorb: 3; ARFGAP1 inh: -5; ADAM17 inh: -2; PLC-gamma1 inh: 2; ADAM10 inh: -10; PLCb3 inh: 1; DDE Tn6 FP inh: -1

How did COc1ccccc1CNC(=O)c1ccc2ccccc2n1 do in these assays?
ASAP1 GAP inh: 0; SIAE inh: -8; Tn7 DDE FP: -3; TDP2 absorb: -8; ARFGAP1 inh: 6; ADAM17 inh: 0; PLC-gamma1 inh: -4; ADAM10 inh: 2; PLCb3 inh: -13; DDE Tn6 FP inh: -7

Assay outcomes as filed in PubChem.
